# PHOSPHO1 block = PubChem AID 1565. Phosphoethanolamine/phosphocholine phosphatase (Homo sapiens), Q8TCT1. recombinant PHOSPHO1, absorbance phosphatase assay. inhibition, % at 13.3 µM. 290,000 tested, 1.1% active; in the data active = inhibition above about 60%
# Target sequence (Q8TCT1 whole entry, looked up): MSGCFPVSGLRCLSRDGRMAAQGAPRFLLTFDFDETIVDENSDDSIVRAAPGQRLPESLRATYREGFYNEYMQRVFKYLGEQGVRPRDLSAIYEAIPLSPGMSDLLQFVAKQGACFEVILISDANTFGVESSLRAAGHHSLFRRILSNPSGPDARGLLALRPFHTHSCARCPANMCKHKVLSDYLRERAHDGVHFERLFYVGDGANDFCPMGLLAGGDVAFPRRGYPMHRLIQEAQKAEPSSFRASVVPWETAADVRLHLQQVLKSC
# GalR3 antag = GalR3 antagonists in HEK293 cells, primary screen, cell-based, fluorescence readout | 360,000 tested, 0.44% active | HEK293 GalR3-CNG cAMP membrane potential fluorescence; galR3 body fused to GalR1 C-terminus | inhibition, % at 3 µM | Galanin receptor type 3 (Homo sapiens), O60755 | AID 651719, 2012;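 active = inhibition above the screen-wide average plus 3 SD, cut at about 13% in these data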;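 note: forskolin and galanin both at EC90 stimulate the cells; cAMP rise reported by CNG channel membrane potential dye signal; 0% = forskolin plus galanin with DMSO and 100% = forskolin alone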
# Target sequence (O60755 1-299 limits assumed): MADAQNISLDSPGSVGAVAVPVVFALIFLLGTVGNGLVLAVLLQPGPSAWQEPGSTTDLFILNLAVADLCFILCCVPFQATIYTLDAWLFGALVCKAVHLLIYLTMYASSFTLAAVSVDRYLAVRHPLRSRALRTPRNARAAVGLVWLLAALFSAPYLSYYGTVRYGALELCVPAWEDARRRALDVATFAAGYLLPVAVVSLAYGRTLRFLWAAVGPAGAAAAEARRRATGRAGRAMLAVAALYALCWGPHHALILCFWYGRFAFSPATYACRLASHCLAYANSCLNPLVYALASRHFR
# MEKK3 PB1 HTS = modulators of MEKK3-MEK5 PB1 binding, primary screen, biochemical, wildtype MEKK3, multiplex bead flow cytometry, Alexa488-MEK5 | 290,000 tested, 1.4% active | bead-based flow cytometry, Alexa488-MEK5 binding to MEKK3; actives lie on both sides; 0 = blocked by unlabeled MEK5, 100 = vehicle | Mitogen-activated protein kinase kinase kinase 3 (Homo sapiens), Q99759 | binding response (% of control), % at 10 µM;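 active = binding response more than 3 SD above or below the average of its plate-row segment, actives on both sides; inconclusive = wells at one plate position flagged as instrument error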;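 note: Alexa488 bead fluorescence after subtracting the streptavidin-only scavenger bead signal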
# V1R ag counter = agonists of human V1a receptor, primary screen, counter-screen for OXTR agonist project, fluorescence, CHO-V1R cells. Vasopressin V1a receptor (Homo sapiens), P37288. Fluo-8 calcium fluorescence, agonist mode; 0% DMSO, 100% 3 nM vasopressin. activation, % at 3 µM. 320,000 tested, 0.25% active. AID 2797, 2010;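 active = activation above the mean activation of all tested compounds plus 3 SD, per screening run, cut at about 20% in these data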;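 note: signal is peak over basal fluorescence ratio across a 100 second FLIPR read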
# OXTR agonist = human OXTR agonists, primary screen, fluorescence, CHO-OTR cells, Fluo-8 calcium | Oxytocin receptor (Homo sapiens), P30559 | Fluo-8 calcium fluorescence; normalized: DMSO 0%, oxytocin 100% | activation, % at 3 µM | 320,000 tested, 0.32% active | AID 2435, 2010;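 active = activation above the mean of all tested compounds plus 3 SD, cutoff set per screening run, cut at about 20% in these data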;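 note: peak over basal fluorescence ratio from a 100 s FLIPR kinetic read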
# MEKK2 WT-MEK5 = modulators of MEK5 binding to wildtype MEKK2, primary screen, biochemical, multiplex bead flow cytometry, Alexa488-MEK5; 290,000 tested, 1.1% active; Alexa488-MEK5 binding to MEKK2 WT; actives lie on both sides; Mitogen-activated protein kinase kinase kinase 2 (Homo sapiens), Q9Y2U5; AID 1531, 2009; binding response (% of control), % at 10 µM; in the data active = binding response below about 67% or above about 130%; inconclusive = no clear call, values can overlap the other calls; inactive = in between
# GPR7 antag = GPR7 receptor antagonists, primary screen, cell-based, fluorescence, single concentration. AID 1861, 2009. inhibition, % at 4.4 µM. 290,000 tested, 1.1% active. GPR7-expressing cells, fluorescence antagonist assay. Neuropeptides B/W receptor type 1 (Homo sapiens), P48145; in the data active = inhibition above about 16%, passing the limit was not always enough;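 note: cells stimulated with the agonist NPW; 0% = agonist with vehicle and 100% = vehicle without agonist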
# Target sequence (P48145 whole entry, looked up): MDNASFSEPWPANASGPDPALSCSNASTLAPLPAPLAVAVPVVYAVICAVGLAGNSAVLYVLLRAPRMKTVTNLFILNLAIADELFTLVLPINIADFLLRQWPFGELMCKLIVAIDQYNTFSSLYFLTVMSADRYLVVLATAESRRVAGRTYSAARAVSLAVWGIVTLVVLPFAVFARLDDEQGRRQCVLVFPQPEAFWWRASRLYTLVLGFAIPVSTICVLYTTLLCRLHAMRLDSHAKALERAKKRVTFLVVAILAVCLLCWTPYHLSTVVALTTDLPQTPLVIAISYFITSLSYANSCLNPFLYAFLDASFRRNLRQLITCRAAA
# NALP1 inh = NALP1 inflammasome inhibitors in reconstituted yeast, colorimetric, S. cerevisiae, triplicate retest | S. cerevisiae NALP1/ASC/caspase-1 growth, X-gal OD620, 72 h | inhibition, % at 10 µM | 280,000 tested, 0.61% active; in the data active = inhibition mostly above about 24%, no sharp cut-off; inactive = mostly below about 32%; note: some compounds called inactive have numbers as strong as hits
# MEKK2 mut-MEK5 = MEK5 binding signal on mutant MEKK2 PB1, primary screen, biochemical, multiplex bead flow cytometry, Alexa488-MEK5. Alexa488-MEK5 binding to MEKK2 mutant. 290,000 tested, 0.35% active. percent response, % at 10 µM; in the data active = percent response above about 24%, passing the limit was not always enough; note: inactives centre near 1; some results filed as inactive read as strong as hits; reference of the scale not given here
# * = called active by the depositor; ? = inconclusive; nt = no result given; [ ] = remark or other dose.
SMILES,PHOSPHO1 block,GalR3 antag,MEKK3 PB1 HTS,V1R ag counter,OXTR agonist,MEKK2 WT-MEK5,GPR7 antag,NALP1 inh,MEKK2 mut-MEK5
COc1ccc(N(CC(=O)Nc2ccccc2F)S(=O)(=O)c2ccc(C)c([N+](=O)[O-])c2)cc1,42,-7,101,-0.4,-1.6,97,-14,5,-4
CCOc1cc(/C=N/NC(=O)CSc2nncn2C)ccc1OCc1cccc(C)c1,-18,8,90,-1.7,-1.7,101,-3,3,-1
CCCCCCCCCCOC(=O)Cn1c(COc2ccccc2)[n+](C)c2ccccc21,26,-6,113,53*,27*,226*,71*,22,61*
COc1ccc(NC(=O)CCC(=O)c2cccs2)cc1S(=O)(=O)Nc1ccc(Cl)cc1,19,-4,110,4.0,7.3,119,6,4,20
CC(NC(=O)c1cc(-c2ccccc2)on1)c1ccccc1 (configuration not stated),11,-2,101,1.2,9.9,104,9,39,6
O=c1c2c(nc3cc(-c4ccccc4)[nH]n13)CCS2,-14,-4,nt,-0.1,0.0,nt,-3,4,nt
COc1ccc(C(=S)N2CCCC2)cc1C,19,-4,108,-0.2,-1.4,107,-14,18,4
CC1CCCN(CCCNC(=O)c2cc3c(Cl)nc4ccccc4c3s2)C1 (configuration not stated),-32,-8,106,1.2,1.9,189*,2,6,54*
O=C(CCN1C(=O)C2C3C=CC(C3)C2C1=O)NCc1cccnc1 (configuration not stated),4,-2,97,-0.6,-0.6,94,0,24,-5
Cc1cccc(/C=C(\C(=O)C(=O)O)c2ccc3ccccc3n2)c1,12,-4,101,0.4,0.1,98,-11,1,1
CCCCn1c(N)c(N(CCOC)C(=O)CSc2n[nH]c(-c3ccc(OC)cc3)n2)c(=O)[nH]c1=O,-92,-1,100,1.0,0.1,104,-16,18,5
CCN(CC(=O)NC(=O)NCc1ccccc1)Cc1ccccc1,23,1,98,-1.1,-2.2,105,8,23,1
Cc1onc(-c2ccccc2)c1C(=O)NCCc1ccc(Cl)cc1,30,-1,102,-0.5,-1.6,101,-1,19,4
COc1ccc(OCC(=O)Nc2cccc(NC(=O)c3ccco3)c2)cc1,35,-3,107,1.4,0.5,91,-11,16,-7
COc1cccc(NC(=O)c2ccc3nsnc3c2)c1,14,-9,94,1.9,0.9,90,-11,17,-6
O=C(CSc1nnc(-c2cccs2)n1-c1cccc(Cl)c1)c1cccc2c1OCCO2,17,-2,100,0.4,0.1,88,0,2,-1
COC(=O)c1ccc(COc2ccc(/C=N/NC(=O)C(=O)Nc3ccc(OC)cc3)cc2OC)o1,32,-3,91,2.2,2.4,96,-3,nt,-20
NNc1nc(-c2ccccc2)c2ccccc2n1,44,-7,96,0.0,-2.5,103,-1,5,0
COc1ccc(NC(=O)C(C)N(C)Cc2ccc3ccccc3c2)cc1 (configuration not stated),-12,-6,103,4.0,1.1,103,2,21,1
Nc1nccc(-c2ccc(-n3cnc4ccccc43)cc2)n1,12,2,105,1.3,1.5,107,1,34,2

# Grouped by structure, the entries above containing four or more nitrogen atoms.
SMILES,PHOSPHO1 block,GalR3 antag,MEKK3 PB1 HTS,V1R ag counter,OXTR agonist,MEKK2 WT-MEK5,GPR7 antag,NALP1 inh,MEKK2 mut-MEK5
CCOc1cc(/C=N/NC(=O)CSc2nncn2C)ccc1OCc1cccc(C)c1,-18,8,90,-1.7,-1.7,101,-3,3,-1
CCCCn1c(N)c(N(CCOC)C(=O)CSc2n[nH]c(-c3ccc(OC)cc3)n2)c(=O)[nH]c1=O,-92,-1,100,1.0,0.1,104,-16,18,5
NNc1nc(-c2ccccc2)c2ccccc2n1,44,-7,96,0.0,-2.5,103,-1,5,0
Nc1nccc(-c2ccc(-n3cnc4ccccc43)cc2)n1,12,2,105,1.3,1.5,107,1,34,2

# Later entries:
SMILES,PHOSPHO1 block,GalR3 antag,MEKK3 PB1 HTS,V1R ag counter,OXTR agonist,MEKK2 WT-MEK5,GPR7 antag,NALP1 inh,MEKK2 mut-MEK5
CCn1cc(/C=C(\NC(=O)c2ccccc2Cl)C(=O)N2CCN(C)CC2)c2ccccc21,12,-5,101,nt,nt,103,8,4,-1
COc1ccc(C2CC(c3ccccc3)=NN2C(=O)COC(=O)c2cccc(S(=O)(=O)N3CCOCC3)c2)cc1 (configuration not stated),-8,-4,98,1.6,0.0,95,-1,23,6
CC(=O)N1CCc2cc(S(=O)(=O)NCC(=O)NCc3ccccc3Cl)ccc21,65*,-2,103,0.0,0.6,101,-9,-16,3
O=C(CCNC(=O)N1CC(=O)Nc2ccccc21)NCCc1cccc(F)c1,36,2,101,-0.1,-0.7,100,-1,12,-6
C/C(=N/NS(=O)(=O)c1cccc([N+](=O)[O-])c1)c1ccncc1,-7,-5,103,-0.3,0.4,102,-14,13,7
O=C1NC(=S)SC1=C1CCCC1,71*,-3,106,0.2,0.4,103,0,-2,4
CC(OC(=O)c1ccc(S(=O)(=O)N(C)c2ccccc2)cc1)C(=O)NCCC1=CCCCC1 (configuration not stated),-2,-3,97,1.5,-0.6,96,-8,30,-2
O=C(Cn1c2ccccc2c2nc3n(c(=O)c21)CCS3)N1CCCC1,41,nt,102,-0.2,-0.6,100,-2,4,10
COc1ccc(OC)c(C(=O)c2oc3ccccc3c2NC(C)=O)c1,19,-5,102,-0.6,-1.1,102,-4,10,5
CC(C)c1ccc(OCC(=O)NC2CC(C)(C)NC(C)(C)C2)c(Br)c1,-21,-2,106,-0.2,0.8,117,-9,8,18
Cc1sc2nc(CN3CCOCC3)nc(Oc3ccc(NC(=O)c4ccco4)cc3)c2c1C,-1,-2,108,0.2,1.1,103,10,-13,3
COc1cc2c(cc1OC)C(C)N(C(=O)CCNC(=O)c1ccccc1)CC2 (configuration not stated),41,3,102,0.2,-1.4,104,8,28,-6
COc1cccc(C(=O)N(c2ccccc2)C2C=CS(=O)(=O)C2)c1 (configuration not stated),18,-3,108,-0.5,0.0,103,-9,2,-1
CCNC(=S)N1CCN(S(=O)(=O)c2cccc(C(F)(F)F)c2)CC1,-9,-2,151*,3.2,4.0,110,-2,nt,0
Cc1cc(C(=O)N2CCCC(N3CCN(c4cccc(Cl)c4)CC3)C2)no1 (configuration not stated),33,0,99,8.7,-0.9,104,-7,5,5
CC(c1ccon1)N(C)C(=O)c1ccc(OC2CCN(C(=O)C3CC3)CC2)cc1 (configuration not stated),26,0,111,1.7,1.3,109,-11,7,2
CC1(C(=O)Nc2nc3ccccc3s2)CC1(Br)Br (configuration not stated),2,-13,102,nt,nt,99,-7,23,-2
Cc1ccc(/S(C)=N/S(=O)(=O)c2ccc(C)cc2)cc1 (configuration not stated),46,1,106,1.4,-0.5,113,-3,7,12
COc1cccc(CN2CCNC(=O)C2CC(=O)NCCN2CCCCC2=O)c1 (configuration not stated),-33,2,106,0.1,6.3,111,-7,16,6
C#CCn1c(=NC(=O)CN2C(=O)CCC2=O)sc2cccc(C)c21,-9,nt,102,-0.4,-0.1,104,4,0,3
O=C(CSc1nnc(-c2ccc(O)cc2)n1Cc1ccco1)c1cccs1,-47,-5,?,3.0,2.4,?,-1,13,-10
COC(=O)/C=C/c1ccc(-n2ccnc2)cc1,5,1,105,0.6,0.2,104,1,11,-2
CC(N)C12CC3CC(CC(O)(C3)C1)C2 (configuration not stated),4,-1,101,-0.2,0.4,104,7,-9,3
Nn1c(Cc2ccccc2)nc2sc3c(c2c1=O)CCC3,24,-4,103,-0.7,0.8,104,-7,2,5
O=C(CSC(=S)N1CCOCC1)Nc1ncc2c(n1)CCCC2=O,37,-6,98,-0.6,0.9,99,-5,0,-1
CC1CCN(c2ccccc2NC(=O)c2ccc(F)cc2)CC1,6,-4,103,-1.0,-1.1,101,-2,5,-2
O=c1c(/C=C(\O)c2ccccc2)nc2ccccc2n1-c1ccccc1,16,0,81*[inhibitor],1.5,2.1,58*[inhibitor],11,5,-19
Clc1ccc(SCCn2cncn2)cc1,-1,-3,101,-0.1,-0.5,102,-12,9,3
COc1ccc(Cl)cc1NC(=O)CCN1C(=O)C2CC=CCC2C1=O (configuration not stated),3,4,102,0.1,0.1,109,-8,14,10
Cc1ccccc1N1CCN(c2ncnc3scc(-c4cccs4)c23)CC1,31,-3,101,-0.3,-0.4,102,-24,18,-2
C=CCn1c(CSCc2ccc(C)cc2)nnc1SCC(=O)NCc1ccccc1,5,-2,106,1.2,-2.4,106,1,9,4
COc1ccc(-c2ccc3c(N)c(C(=O)c4cccc(OC)c4)sc3n2)cc1,89*,5,93,-0.3,0.7,85,-15,9,-3
COc1cccc(/C=C/C(=O)OCC(=O)NCCC2=CCCCC2)c1,15,-3,102,-0.9,-1.9,101,-11,8,6
COC(=O)c1c(Cl)c2n3ccccc3c(C)c(-c3ccccc3)c-2c1C(=O)OC,-18,-3,99,2.0,2.2,93,2,19,3
Cc1ccc2nc(NC(=O)COC(=O)c3ccncc3)sc2c1,-29,-4,76,0.9,3.7,80,-6,12,-3
CC1CCN(CC(=O)Nc2ccc(Cl)cc2[N+](=O)[O-])CC1,9,-2,98,-1.6,-2.4,91,-9,-5,-16
CC(=O)N1CCC2(CC1)C(C#N)=C(N)Oc1n[nH]c(CSc3ccc(C)cc3)c12,-25,-7,102,0.9,-0.7,102,-12,-20,5
C#CCSc1nnc(-c2ccccc2)c(=O)[nH]1,6,-1,112,0.9,-1.0,107,-9,14,7
CN(C)c1cccc(C(=O)Nc2nc3ccccc3[nH]2)c1,27,-6,104,6.1,5.3,111,-19,10,1
Cc1ccc(C(=O)Oc2coc(CSc3nnc(NC(=O)c4cccs4)s3)cc2=O)cc1C,-10,1,96,0.3,-0.7,92,0,28,-2
C[C@@H]1CC2OC(=O)[C@@]3(C)C(=O)CC[C@@](C)(C23)[C@@]1(O)CCc1ccoc1 (some centres not stated),46,-8,106,-0.6,0.0,106,-21,7,7
CC(C)CN1C2CCCC1CC(NC(=O)c1ccc([N+](=O)[O-])cc1)C2 (configuration not stated),nt,-9,91,0.2,1.0,95,0,15,-6
O=C(O)CCC(=O)NCCc1cccc(Cl)c1,41,-5,116,0.9,0.5,109,4,-1,0
O=[N+]([O-])c1ccc(N2CCNCC2)c(S(=O)(=O)N2CCOCC2)c1,-21,-5,100,0.2,1.1,103,-15,33,1
CC1=Nn2c(nnc2-c2ccc(F)cc2)SC1,-3,-3,101,0.4,-0.1,101,-6,31,-1
O=C(NCCNC(=O)c1cc(Cl)ccc1Cl)c1ccccn1,-7,-8,101,0.9,1.1,96,0,-9,-5
C=CCOc1c(Cl)cc(CNCCCN2CCOCC2)cc1OC,24,-10,98,0.0,0.1,99,-8,20,2
O=C(CN(c1cccc([N+](=O)[O-])c1)S(=O)(=O)c1ccccc1)NCc1ccccc1,-24,-2,96,2.8,-1.2,96,2,-8,-1
CN1CCN(/N=C/c2ccc(-c3ccc([N+](=O)[O-])cc3Cl)o2)CC1,16,-6,104,13,11,115,-2,-4,10

# Source: PubChem BioAssay
